High-throughput results as filed in PubChem BioAssay.
SIRT5 inh: SIRT5 desuccinylase inhibitors, primary screen, biochemical, fluorescence imaging, single point, set 5 | AID 652115, 2013 | inhibition, % at 15 µM | NAD-dependent protein deacylase sirtuin-5, mitochondrial (Homo sapiens), Q9NXA8 | Purified SirT5, succinyl-peptide AMC, trypsin-coupled fluorescence | 330,000 tested, 1.1% active; in the data active means inhibition above about 15%
S100A4 MyoIIA: inhibitors of S100A4-myosin IIA peptide binding, primary screen, biochemical, fluorescence polarization, TAMRA-MyoIIA peptide. Protein S100-A4 (Homo sapiens), P26447. inhibition, % at 10.7 µM. 360,000 tested, 0.14% active;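 active means mean inhibition of at least 70% across replicates, with every replicate also reaching that level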
Target sequence (P26447 whole entry, looked up): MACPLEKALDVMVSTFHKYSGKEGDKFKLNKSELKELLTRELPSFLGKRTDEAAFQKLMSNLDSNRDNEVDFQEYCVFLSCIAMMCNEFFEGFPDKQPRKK
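Material: human S100A4 monomer with TAMRA-labelled myosin IIA peptide; buffer or medium: HEPES pH 7.2 with CaCl2, KCl, NaCl, DTT, Triton; compound dosing: one concentration per compound; schedule: 5 min incubation before reading; benchmarks: neutral control DMSO, positive control TFP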
Cneo AK release: Cryptococcus neoformans cell lysis inducers, primary screen, AK release luminescence, single concentration; AID 651654, 2012; C. neoformans lysis, adenylate kinase release luminescence, 4 h; normalised: neutral wells 0, clomiphene wells 100; 360,000 tested, 0.2% active; lysis activity, % at 15 µM;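 active means mean lysis activity across replicates of at least 80%, whatever share of replicates individually reach that level; inactive means mean lysis activity below 80%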
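Schedule: static 4 h at 37 °C with compound, 1 h detection; system: C. neoformans cells; benchmarks: Clomiphene as positive control; buffer or medium: fresh YPD medium; measure: luminescence rise reflecting yeast cell lysis; measured by: luminescent adenylate kinase detection reagent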
ERAP1 HTS inh: human ERAP1 aminopeptidase inhibitors, primary screen, biochemical, single point, plate reader; recombinant ERAP1, Leu-AMC fluorescence, 60 min; inhibition, % at 10.7 µM; 340,000 tested, 0.15% active; AID 652197, 2013;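 active means mean replicate inhibition of at least 30%, or all replicates individually reaching that 30% level; inactive means mean below 30% and not every replicate reaching it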;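 further: 0% = neutral control wells and 100% = L-leucinethiol positive control wells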
Target sequence (Q9NZ08 whole entry, looked up): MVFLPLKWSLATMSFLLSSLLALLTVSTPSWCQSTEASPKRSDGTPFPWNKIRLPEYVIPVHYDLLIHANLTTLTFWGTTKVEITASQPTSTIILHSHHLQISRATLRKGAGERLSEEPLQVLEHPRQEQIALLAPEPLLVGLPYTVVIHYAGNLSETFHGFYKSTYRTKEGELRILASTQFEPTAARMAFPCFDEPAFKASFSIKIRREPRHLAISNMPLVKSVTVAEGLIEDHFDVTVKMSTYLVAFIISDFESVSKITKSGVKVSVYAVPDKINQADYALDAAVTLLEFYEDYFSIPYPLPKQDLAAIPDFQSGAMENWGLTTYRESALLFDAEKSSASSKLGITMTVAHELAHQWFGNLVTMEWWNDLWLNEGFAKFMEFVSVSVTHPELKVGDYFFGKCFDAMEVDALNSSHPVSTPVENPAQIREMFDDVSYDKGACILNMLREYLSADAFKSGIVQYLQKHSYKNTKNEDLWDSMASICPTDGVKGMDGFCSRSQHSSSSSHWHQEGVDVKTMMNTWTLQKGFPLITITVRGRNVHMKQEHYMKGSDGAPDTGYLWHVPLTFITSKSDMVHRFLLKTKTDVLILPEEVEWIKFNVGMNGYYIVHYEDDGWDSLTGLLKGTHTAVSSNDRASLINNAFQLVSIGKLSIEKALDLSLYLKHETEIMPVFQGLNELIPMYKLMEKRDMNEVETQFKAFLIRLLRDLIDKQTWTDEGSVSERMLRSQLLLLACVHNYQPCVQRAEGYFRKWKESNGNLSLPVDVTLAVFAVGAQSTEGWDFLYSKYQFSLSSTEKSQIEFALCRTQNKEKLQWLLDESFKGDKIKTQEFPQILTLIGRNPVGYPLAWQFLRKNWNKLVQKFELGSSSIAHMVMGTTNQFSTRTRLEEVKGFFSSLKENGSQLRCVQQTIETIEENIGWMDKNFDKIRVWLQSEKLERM
LGR2 inh: inhibitors of bursicon-induced LGR2 CRE-luciferase signal, primary screen, cell-based, HEK293, CRE-luciferase reporter, bursicon stimulation; inhibition, % at 9.99 µM; bursicon-stimulated, 4 h; Drosophila bursicon receptor LGR2 (rickets); 380,000 tested, 0.35% active; AID 720647, 2013;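 active means drop in luminescence signal, shown as inhibition above about 50% in the replicate tests, limit read from the data, passing the limit was not always enough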;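 further: agonist challenge used bursicon conditioned medium at about half maximal strength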
PGC1a acetyl inh: inhibitors of PGC1a acetylation signal, primary screen, cell-based, U2OS, AlphaScreen, inhibitor mode; AlphaScreen anti-acetyl-lysine; with virally co-expressed GCN5 acetyltransferase; inhibition, % at 15.6 µM; 350,000 tested, 0.17% active;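 active means every replicate shows inhibition of at least 40%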;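 further: 0% = neutral control wells and 100% = positive control wells; some results beyond the cut were filed as inactive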
Xi reactivation: activators of inactive X chromosome reactivation, primary screen, imaging, XiGFP fibroblasts, GFP high-content imaging, set 2; XiGFP mouse fibroblasts, % GFP-positive cells imaging, 3 d; cells co-treated with 5-aza-dC sensitizer; scaled so ellipticine positive control = 100%; activation, % at 7.58 µM; 360,000 tested, 0.055% active;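 active means mean normalized replicate activation at least 10% and every replicate at or above 10%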;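 further: 0% = median of on-plate neutral control wells and 100% = ellipticine 6 µM median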
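System: SV40-immortalized XiGFP fibroblast cells, line 68-5-11 / Incubation: 3-day compound exposure, then 15 min fixation at room temperature / Compound: single concentration per compound, delivered by pin transfer / Buffer or medium: DMEM plus 5-aza-dC sensitizer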
C2C12 statin: suppressors of statin myotoxicity in C2C12 myotubes, primary screen, cell-based, single point, plate reader | C2C12 myotubes + simvastatin, ATP luminescence, 48 h; scaled: DMSO 0, geranylgeraniol control 100 | rescue of ATP level, % at 7.49 µM | 330,000 tested, 0.78% active | AID 602340, 2012;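 active means mean ATP rescue above about 67%, or every replicate alone reaching that limit, limit read from the data, passing the limit was not always enough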;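 further: myotubes were challenged with 10 µM simvastatin during compound exposure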
Starred values were filed as active, the others as inactive; . = no result given; & = joins results of further samples.

SMILES | SIRT5 inh | S100A4 MyoIIA | Cneo AK release | ERAP1 HTS inh | LGR2 inh | PGC1a acetyl inh | Xi reactivation | C2C12 statin
CC(=O)c1sc(NC(=O)CS(=O)(=O)c2ccc(F)cc2)nc1C | -7 | 7 | . | 3 | -7 | . | 0.4 | .
CCCN(CCC)S(=O)(=O)c1ccc(C(=O)Nc2ccc(S(=O)(=O)Nc3nnc(CC)s3)cc2)cc1 | 4 | -5 | -5 | -1 | 4 | 17 | 0.1 | -12
Cc1ccc([N+](=O)[O-])cc1S(=O)(=O)N1CCC(C)CC1 | 6 | 2 | . | 1 | -8 | -9 | 0.0 | .
COc1ccc(-n2nc(C(=O)NCC(=O)NC3CCCCC3)c3ccccc3c2=O)cc1 | -9 | 3 | 9 | 7 | -11 | . | 0.0 | -4
COc1ccc(S(=O)(=O)N2CCC(C(=O)NCc3cccnc3)CC2)cc1Cl | -4 | 0 | -2 | -2 | -5 | . | 0.0 | 4
CC(C)NC(=O)N(C)C[C@@H]1OCCCC[C@@H](C)Oc2ccc(NC(=O)c3ccncc3)cc2C(=O)N([C@H](C)CO)C[C@H]1C | . | . | . | . | 2 | -4 | 0.2 | 22
O=S(=O)(c1ccccc1)N1CCCCN2[C@H](C1)[C@@H](c1ccc(C#Cc3cccnc3)cc1)[C@@H]2CO | 1 | -1 | -1 | 1 | 10 | -10 | 0.1 | -12
Cc1ccc(OCc2nnc(SCc3cc(=O)[nH]c4ccccc34)n2-c2ccccc2)cc1 | 2 | 0 | . | 0 | 21 | . | 0.0 | .
C=CCn1c(O)c(N=NC(=O)OCC)c2ccccc21 | 1 | 4 | . | -5 | . | . | 0.0 | .
CN(C)C(=O)c1cccc(-c2ccc3c(c2)[C@@H]2[C@@H](CCN2Cc2ccccc2F)[C@H](CO)N3)c1 | . | . | -6 | . | -19 | 7 | 0.1 | -11
Cc1ccc(Cl)cc1NS(=O)(=O)c1ccc2c(c1)NC(=O)C(C)C(=O)N2 (stereo unspecified) | -11 | 5 | 4 | 1 | 2 | . | -0.1 | 17
CC(=O)Nc1ccc(NC(=O)CC(c2ccccc2)c2ccccc2)cc1 | -2 | -17 | -1 | -6 | 12 | 8 | 0.1 | 9
CC(C)(C)C1CCC(C(=O)Nc2ccc(N3CCOCC3)cc2N2CCOCC2)CC1 (stereo unspecified) | 1 | -5 | 0 | -2 | -2 | 3 | -0.1 | 4
CC(C)NC(=O)N1[C@@H](CO)[C@@H]2c3ccccc3N(C)C[C@@H]21 | 1 | 0 | 3 | 2 | 7 | 1 | -0.1 | 7
CC(=O)Nc1nc(CC(=O)c2ccccc2)cs1 | 6 | -3 | -2 | 0 | -13 | -1 | 0.0 | 15
C/C(=N\NC(=O)c1cc(C)nc2ccccc12)c1ccncc1 | -2 | -4 | -7 | 0 | -1 | 6 | 0.4 | -1
Cc1noc(C)c1NC(=O)N(C)C[C@@H]1Oc2ccc(NC(=O)CCC(F)(F)F)cc2C(=O)N([C@H](C)CO)C[C@@H]1C | 0 | 24 | -10 | -2 | -1 | -6 | 0.2 | 0
O=C(CC(=O)Nc1nc(C23CC4CC(CC(C4)C2)C3)cs1)NCCO | 0 | 6 | -2 | 1 | 12 | 1 | -0.1 | -9
COc1ccccc1NC(=O)N[C@@H]1CC[C@H](CCNS(=O)(=O)c2ccc(Cl)cc2)O[C@@H]1CO | 26* | -3 | -3 | -4 | -15 | 9 | 0.5 | 8
CN(C)CCNC(=S)NC1CCCCC1 | 2 | -4 | . | 4 | . | . | 0.1 | .
COCCN1C[C@@H](CO)O[C@@H](n2cnc3c(N4CCN(CCO)CC4)ncnc32)C1 | . | -13 | -1 | 3 | -11 | . | 0.8 | 15
C=CCn1cc(C(=O)OC)c(=O)c2cc(S(=O)(=O)N3CCCCCC3)ccc21 | 0 | -1 | 2 | 4 | . | . | 0.1 | 11
Cc1ccccc1-c1ccc([C@H]2[C@H](CO)N3CCCCN(C(=O)CN4CCOCC4)C[C@@H]23)cc1 | -7 | 14 | 0 | 1 | -9 | -3 | 0.1 | .
C[C@H]1CN([C@@H](C)CO)C(=O)c2cccc(NS(=O)(=O)c3ccc(Cl)cc3)c2O[C@H]1CN(C)S(=O)(=O)c1ccc(Cl)cc1 | 14 | -11 | 4 | 0 | -9 | -5 | 0.3 | -29
O=S(=O)(NCc1ccco1)c1ccc2c(c1)Cc1ccccc1-2 | . | . | 5 | . | -28 | 12 | . | -1
COc1cc(CN2CCN(Cc3ccccc3C(F)(F)F)CC2)cc(OC)c1OC | 2 | 1 | -1 | -1 | 5 | 63* | 0.0 | 9
O=C(O)c1nc(N2CCOCC2)nc(N2CCOCC2)n1 | -5 | 3 | 4 | -1 | -9 | -2 | . | 8
CCOC(=O)c1c(C)[nH]c(C)c1C(=O)COC(=O)CNC(=O)C1CCCCC1 | 11 | 3 | . | 4 | 3 | . | 0.4 | .
CNC[C@H]1Oc2c(NS(=O)(=O)c3ccc(Cl)cc3)cccc2C(=O)N([C@H](C)CO)C[C@@H]1C | 11 | 1 | 65 | 0 | -8 | 8 | 0.2 | 4
COc1ccc(NC(=O)N(C)C[C@@H]2Oc3c(NC(=O)C4CC4)cccc3C(=O)N([C@H](C)CO)C[C@H]2C)cc1 | -5 | -48 | 3 | 0 | 5 | 2 | -0.8 | -1
COc1ccc(NC(=O)C2CCCN2C(=O)Oc2ccccc2)cc1 (stereo unspecified) | -5 | -4 | . | 0 | 6 | 5 | 0.0 | .
O=C(Nc1ccc(C(F)(F)F)cc1)C1CCN(c2cnccn2)CC1 | 1 | -4 | 6 | -1 | 7 | 2 | 0.0 | -35
COc1cc(C2C3=C(CC(c4ccco4)CC3=O)Nc3ccccc3N2C(C)=O)cc(OC)c1OC (stereo unspecified) | . | . | -3 | . | 6 | -3 | . | -1
O=C1CS(=O)(=O)C(c2ccccc2)N1c1ccc(-c2ccccc2)cc1 (stereo unspecified) | 2 | -51 | 0 | -8 | . | . | . | .
CCOc1ccc(-n2c(Cc3cc(=O)[nH]c(=O)[nH]3)nnc2SCC(=O)Nc2nnc(C)s2)cc1 | -6 | -3 | . | 7 | 4 | . | 0.2 | .
CNc1n[nH]c(-c2ccccc2)n1 | 1 | -13 | 1 | 0 | -6 | -1 | 0.1 | 2
CCOC(=O)CNc1nc(Cl)nc(Nc2ccc(C)cc2)n1 | -1 | -2 | -3 | 0 | -7 | -7 | 0.0 | 6
O=C(Cn1c(CO)nc2ccccc21)NCc1ccc2c(c1)OCO2 | 0 | -2 | . | 1 | 0 | -2 | -0.2 | -1
CCOC(=O)[C@@H]1[C@H]2COc3ccccc3[C@H]2N2C(=O)N(c3ccc(C(F)(F)F)cc3)C(=O)[C@]12C | . | 7 | -2 | -3 | -16 | -24 | 0.0 | -41
COc1ccc(C(=O)N/N=C/c2ccc(OC)c(CN3CCc4cc(OC)c(OC)cc4C3C)c2)cc1 (stereo unspecified) | . | -2 | . | 3 | -3 | -8 | 0.0 | .
Cc1nc2nc[nH]n2c(=O)c1NC(=O)CC12CC3CC(CC(C3)C1)C2 | -1 | -9 | 6&-4 | 0 | -11 | -4&3 | . | -1&4
CCc1ccc(-c2cc(C(=O)N/N=C/c3ccco3)[nH]n2)cc1 | -3 | -2 | . | -2 | -73 | . | -0.1 | .
COc1ccc(NC(=O)N(C)C[C@H]2OCCCC[C@@H](C)Oc3ccc(NS(=O)(=O)c4ccc(F)cc4)cc3C(=O)N([C@@H](C)CO)C[C@@H]2C)cc1 | 4 | -3 | -10 | 1 | 8 | -10 | -0.1 | .
COc1ccc(-c2csc(N3CCN(c4cc(C)nc5ccccc45)CC3)n2)cc1OC | 6 | 3 | 31 | -2 | . | -8 | 0.0 | -127
CC1Cc2ccccc2N1C(=O)Cn1cnc2c1c(=O)n(C)c(=O)n2C (stereo unspecified) | 0 | 2 | 0 | -3 | 1 | . | 0.0 | 3
O=C(Nc1ccc(N2CCN(C(=O)c3cccs3)CC2)cc1)c1ccccc1Cl | -3 | -4 | -1 | -6 | 10 | . | 0.2 | 4
CC1CCCN(CC(O)COCc2ccc3c(c2)OCO3)C1 (stereo unspecified) | 11 | 2 | 6 | -1 | 0 | 4 | 0.0 | -13
C/C(CC(=O)NCCCN1CCOCC1)=N\NC(=O)COc1cccc2ccccc12 | -5 | 3 | 0 | 1 | 6 | . | 0.1 | .

An excerpt from above in order of the SIRT5 inh value, rising:
Compound	SIRT5 inh
CCc1ccc(-c2cc(C(=O)N/N=C/c3ccco3)[nH]n2)cc1	-3
CCOC(=O)CNc1nc(Cl)nc(Nc2ccc(C)cc2)n1	-1
COc1ccc(-c2csc(N3CCN(c4cc(C)nc5ccccc45)CC3)n2)cc1OC	6
CC1CCCN(CC(O)COCc2ccc3c(c2)OCO3)C1 (stereo unspecified)	11

(more compounds)
SMILES | SIRT5 inh | S100A4 MyoIIA | Cneo AK release | ERAP1 HTS inh | LGR2 inh | PGC1a acetyl inh | Xi reactivation | C2C12 statin
CCOc1cccc(-c2nnc3sc(COc4ccc(Cl)cc4)nn23)c1 | . | . | -2 | . | 22 | 9 | . | -45
CCCCn1c(N)c(N(CC)C(=O)c2cc(Br)ccc2Cl)c(=O)[nH]c1=O | -3 | 6 | . | -4 | . | . | 0.1 | .
Cc1cc2nc(-c3ccc(SCc4ccccn4)nc3)[nH]c2cc1C | -6 | -6 | -1 | -3 | -23 | 4 | -0.1 | -25
CO[C@H]1CN(C)C(=O)c2cc(NC(=O)NC(C)C)ccc2OC[C@@H](C)N(Cc2ccc(-c3ccccn3)cc2)C[C@H]1C | 7 | 4 | -3 | -2 | 5 | -7 | 0.2 | -13
COc1ccccc1CNC(=O)CCNS(=O)(=O)c1ccc2[nH]c(=O)oc2c1 | -1 | -2 | -3 | 0 | -13 | -3 | 0.2 | 1
Cc1c(-c2cccc(Cl)c2)nc2ccccc2c1C(=O)OC/C(O)=C(\C#N)c1nc2ccccc2[nH]1 | 2 | -10 | 4 | -1 | 41 | -6 | 0.2 | -71
C/C=C/c1ccccc1[C@H]1[C@H](C#N)N(C(C)=O)[C@H]1CO | 0 | -1 | . | 2 | 3 | -12 | 0.0 | .
CCOC1=C2[C@H]([C@H]3C(=O)N(c4ccccc4)C(=O)[C@H]3C1)[C@@H](C(C)C)N(S(=O)(=O)c1ccc(C)cc1)[C@H]2c1ccccc1 | -1 | 1 | 2 | . | 0 | 12 | -0.1 | -3
C[C@H](CO)N1C[C@H](C)[C@H](CN(C)S(C)(=O)=O)Oc2ccc(NC(=O)Cc3cn(C)c4ccccc34)cc2C1=O | 0 | -2 | 50 | -1 | -18 | -1 | 0.4 | 29

A portion of the library (hit frequency here may not be typical).
